# miR-122 sensor: miR-122 inhibition in Huh7 cells; Huh7 miR-122 Renilla luciferase sensor, 48 h; neutral wells = 0, positive control = 100; activation (reporter increase), % at 12.5 µM; 340,000 tested, 0.3% active; AID 602342;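 active = mean replicate activation score at least 90 and every replicate individually at or above 90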;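 note: higher luciferase means less miR-122 activity so hits act as miR-122 inhibitors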
# SIRT5 block: inhibitors of human sirtuin-5 desuccinylase. inhibition, % at 15 µM. 330,000 tested, 1.1% active. Purified SirT5, succinyl-peptide AMC, trypsin-coupled fluorescence. AID 652115; in the data active = inhibition above about 15%
# Target sequence (Q9NXA8 whole entry, looked up): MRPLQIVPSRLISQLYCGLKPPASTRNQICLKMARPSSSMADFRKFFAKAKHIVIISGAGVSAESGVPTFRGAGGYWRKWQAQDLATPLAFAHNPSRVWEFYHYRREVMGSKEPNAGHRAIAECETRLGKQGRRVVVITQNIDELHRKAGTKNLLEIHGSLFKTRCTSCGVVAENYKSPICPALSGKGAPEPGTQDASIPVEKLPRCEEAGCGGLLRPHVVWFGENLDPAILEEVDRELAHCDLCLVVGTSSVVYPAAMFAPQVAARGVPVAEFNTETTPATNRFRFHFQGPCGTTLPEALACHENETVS
# esBAF inh: inhibitors of esBAF chromatin remodeling in mouse ES cells; Bmi1-luciferase knock-in reporter, 24 h; 100% = twice the neutral-well signal; reporter increase, % at 12.5 µM; 350,000 tested, 2% active; AID 602393; in the data active = activation above about 40%;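 note: 0% = median of the plate's neutral control wells and 100% = double that signal; a rise in the Bmi1 reporter signal indicates esBAF inhibition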
# ARNT TACC3 PPI: disruptors of human ARNT/TACC3 interaction | Q9Y6A5 | AlphaScreen His-ARNT PAS-B/GST-TACC3 binding, luminescence; TACC3 fragment carries E629A point mutation | inhibition, % at 9.99 µM | 390,000 tested, 0.66% active;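 active = mean inhibition of replicates at least 50% and at least half of replicates each reaching 50%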;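 note: 0% = complete ARNT plus TACC3 wells and 100% = ARNT alone without TACC3; many hits fall short of the cut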
# Statin myotox sup: suppressors of simvastatin-induced myotoxicity in C2C12 myotubes; ATP luminescence, 48 h; scaled: DMSO 0, geranylgeraniol control 100; rescue of ATP level, % at 7.49 µM; 330,000 tested, 0.78% active; AID 602340;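 active = mean ATP rescue above about 67%, or every replicate alone reaching that limit, limit read from the data, passing the limit was not always enough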;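 note: myotubes were challenged with 10 µM simvastatin during compound exposure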
# Cneo AK release: Cryptococcus neoformans lysis via adenylate kinase release; C. neoformans lysis, adenylate kinase release luminescence, 4 h; normalised: neutral wells 0, clomiphene wells 100; lysis activity, % at 15 µM; 360,000 tested, 0.2% active; AID 651654;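 active = mean lysis activity across replicates of at least 80%, whatever share of replicates individually reach that level; inactive = mean lysis activity below 80%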
#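 Schedule: static 4 h at 37 °C with compound, 1 h detection; system: C. neoformans cells; benchmarks: Clomiphene as positive control; buffer or medium: fresh YPD medium; measure: luminescence rise reflecting yeast cell lysis; measured by: luminescent adenylate kinase detection reagent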
# ERp5 inh: blocks human ERp5 reductase activity on insulin. inhibition, % at 9.99 µM. Q15084. AID 651711. ERp5 insulin aggregation, absorbance 650 nm, 90 min. 350,000 tested, 0.05% active;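 active = mean replicate inhibition above about 25%, with every replicate also reaching it, limit read from the data, passing the limit was not always enough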
# Target sequence (Q15084 whole entry, looked up): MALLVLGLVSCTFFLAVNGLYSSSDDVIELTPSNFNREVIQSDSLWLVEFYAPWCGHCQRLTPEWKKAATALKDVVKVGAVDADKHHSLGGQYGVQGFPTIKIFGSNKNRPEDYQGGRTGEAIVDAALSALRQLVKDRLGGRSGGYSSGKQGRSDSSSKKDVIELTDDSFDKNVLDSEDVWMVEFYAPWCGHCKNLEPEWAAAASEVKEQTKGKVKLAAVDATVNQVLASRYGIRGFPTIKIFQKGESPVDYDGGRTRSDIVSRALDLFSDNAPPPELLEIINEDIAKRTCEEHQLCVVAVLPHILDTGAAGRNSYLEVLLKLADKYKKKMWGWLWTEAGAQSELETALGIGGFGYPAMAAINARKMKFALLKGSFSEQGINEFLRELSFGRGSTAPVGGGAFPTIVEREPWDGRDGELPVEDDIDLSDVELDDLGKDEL
# The depositor's hits bear a star; x = not tested or not shown; & = joins results of further samples; [ ] = dose if it differs, or a comment. Compounds were not picked by outcome; any-hit rate near 4%.
cpd	smiles	ERp5 inh	Statin myotox sup	SIRT5 block	ARNT TACC3 PPI	esBAF inh	miR-122 sensor	Cneo AK release
1	Cc1noc(C)c1S(=O)(=O)N(C)C[C@@H]1Oc2ccc(NS(=O)(=O)c3ccc(Cl)cc3)cc2CC(=O)N([C@@H](C)CO)C[C@H]1C	-4.6	-0.2	2.6	-5.9	-1.6	-4.6[16.7 µM]	0.0
2	Cc1cccc(S(=O)(=O)N[C@H]2CC[C@@H](CCNS(=O)(=O)c3ccccc3F)O[C@H]2CO)c1	3.1	3.3	0.9	1.8	-0.8	x	52.6
3	Cc1ccc(C)c2[nH]c(=O)c(CN(CCN3CCOCC3)Cc3nnnn3CC3CCCO3)cc12 (configuration not stated)	x	-6.1	x	-0.4	0.4	-3.2	3.2
4	CCCNC(=O)N(C)C[C@@H]1Oc2cc(Br)ccc2S(=O)(=O)N([C@H](C)CO)C[C@@H]1C	-1.3	x	-15.4	-8.8	-0.6	-0.2[16.7 µM]	27.3
5	CN(Cc1ccsc1)C(=O)Cn1cc(Br)ccc1=O	0.3	0.2	-1.3	7.1	28.3	-0.7	0.4
6	CC1(C)CC(=O)C(C2(O)C(=O)N(Cc3ccccc3)c3ccccc32)CO1 (configuration not stated)	x	-6.3	x	-6.2	-0.3	-0.5	-2.3
7	O=C(Nc1ccc(F)cc1)N[C@H]1CC[C@H](CCNS(=O)(=O)c2cccc(Cl)c2)O[C@@H]1CO	-8.2&-5.9	10.5	8.3	6.8	4.3	x	2.3
8	CC=Cc1ccc2n(c1=O)C[C@@H]1[C@@H](CO)[C@H](C(=O)NCC3CCCCC3)N(C(C)=O)[C@H]21 (mixture of isomers)	-1.7	-9.1	3.4	-0.8	-10.8	-3.6[16.7 µM]	4.5
9	COc1cccc(S(=O)(=O)N(C)C[C@@H]2Oc3ncc(-c4ccc(F)cc4)cc3C(=O)N([C@H](C)CO)C[C@@H]2C)c1	-3.7	17.5	-0.3	-6.2	3.2	-2.9[16.7 µM]	1.8
10	O=C(C1CCCCC1)N1C[C@H]2[C@@H](c3ccccc31)[C@H](CO)N2C(=O)c1ccccc1	1.7	6.9	-0.6	1.4	-3.5	40.0[16.7 µM]	-3.6
11	COCCCNc1nc2ccccc2nc1NS(=O)(=O)c1ccc(F)cc1	0.2	5.0	0.8	-16.1	-5.3	5.2	0.0
12	C[C@@H]1CN([C@@H](C)CO)S(=O)(=O)c2ccc(-c3cccnc3)cc2O[C@@H]1CN(C)C(=O)c1ccc2c(c1)OCO2	x	-19.9	1.6	x	-6.7	-10.6[16.7 µM]	4.5
13	Cc1ccc(-n2cc(CN(C)Cc3ncc[nH]3)c(-c3cccc(C)c3)n2)cc1	4.2	x	0.6	12.9	x	x	x
14	CCOC(=O)N1CCN(S(=O)(=O)c2ccc(OC)c(Br)c2)CC1	3.8	22.0	-2.0	-6.1	-7.7	x	-1.1
15	CC1CCCN(CC(=O)Nc2cccc([N+](=O)[O-])c2)C1 (configuration not stated)	5.6	x	-3.8	-4.6	x	-4.0	-2.8
16	CCN(CC(=O)Nc1ccc(OC)cc1)C(=O)CCS(=O)(=O)c1ccc(C)cc1	-4.7	10.9	-4.1	-2.2	0.5	-7.0	0.0
17	Cc1csc(SCC(=O)N2CCCC2)n1	x	x	x	-1.3	3.9	-7.5	1.4
18	CSC(=Nc1ccccc1)C1=C(O)COC1=O	x	-5.5	x	2.1	4.6	-0.4	1.4
19	COc1cc2c(cc1OC)C(c1ccc(Cl)cc1)CC(=O)N2 (configuration not stated)	3.2	18.6	17.2*	1.8	0.4	8.1	-0.2
20	Cc1ccccc1C(C(=O)NC1CCCCC1)N(C(=O)CNC(=O)c1ccco1)c1cccnc1 (configuration not stated)	-0.9	x	0.3	0.7	x	x	x
21	CC(=O)OC(C)=O	5.2	1.1	x	x	-4.1	-5.1	0.0
22	CCN(C(=O)c1cc2c(C)nc3ccccc3c2o1)c1cc(Cl)ccc1OC	7.3	1.9	-0.2	-0.6	6.2	-22.5	2.0
23	CCc1nn(CCCC(=O)NCc2ccccc2Br)c(=O)c2cc3occc3n12	x	-6.6	-2.4	-29.3	-3.4	2.1	-2.8
24	O=[N+]([O-])c1ccccc1OCCCOc1cccc2cccnc12	1.7	-10.7	-0.9	13.0	59.7*	0.7	-8.4
25	O=C1CCCN1c1ccc(S(=O)(=O)NCCc2ccc(Cl)cc2)cc1	3.4	x	-0.2	-21.0	x	13.8	x
26	C[C@@H]1CN([C@@H](C)CO)C(=O)CCCn2nncc2CO[C@@H]1CN(C)C(=O)Nc1ccccc1F	1.4&5.8	6.2&-1.3	-1.4&-0.7	-7.3	-2.4&3.5	-7.9	-3.8&-0.7
27	Cc1cc(C)n2nc(/C(C#N)=C/c3ccccn3)c(C#N)c2n1	-5.3	-3.1	-3.1	-4.8	-1.4	-21.4	0.7
28	CSc1ncccc1C(=O)OCC(=O)NCc1ccc2c(c1)OCO2	5.3	x	-0.7	-4.4	x	x	x
29	COc1ccc(NC2=CC(=O)CC(c3ccccc3)C2)c(OC)c1 (configuration not stated)	x	-11.3	x	2.0	11.0	x	-0.9
30	Cc1cccc(C(C)C)c1NC(=O)COC(=O)CCC(=O)N(CC(C)C)c1c(N)n(CC(C)C)c(=O)[nH]c1=O	2.9	6.5	-10.1	x	-0.8	1.4	1.1
31	Cc1cc(Br)c(S(=O)(=O)NCc2cccnc2)cc1C	1.5	13.1	1.0	-5.6	-4.7	52.4	2.6
32	CN1CCN(C(=O)C[C@H]2C[C@@H]3c4cc(NC(=O)NC5CCCC5)ccc4O[C@@H]3[C@@H](CO)O2)CC1	7.1	-1.5	0.5	-2.4	-0.3	5.2[16.7 µM]	-59.2
33	Cc1occc1C(=O)O/N=C(\N)c1ccc(Cl)cc1	3.9	-2.8	0.2	-29.3	64.1*	6.3	-1.7
34	COc1ccc(-c2[nH]ncc2-c2csc(C)n2)c(O)c1	1.3	1.3	-5.2	4.4	6.2	0.7	-0.6
35	CC1(CO)COC2(OC1)C(=O)Nc1ccccc12 (configuration not stated)	3.1	4.3	0.5	-6.0	x	x	5.7
36	COc1ccc(N(CC(=O)NC2CCCC2)C(=O)c2ccc(N3CCCCC3)nc2)cc1	x	5.3	x	-1.4	-2.4	6.4	-0.6
37	Cc1[nH]c2ccccc2c1C(=O)COC(=O)c1nccnc1N	5.5	-5.7	-9.1	x	36.0	x	-0.3
38	N#Cc1ccc(-c2ccc3c(c2)[C@@H]2[C@@H](CCN2C(=O)c2ccc4c(c2)OCO4)[C@H](CO)N3)cc1	1.2	-18.6	2.1	-4.4	-5.7	-1.2[16.7 µM]	-10.2
39	CCc1ccc(CN(Cc2cccnc2)C(=O)/C=C/c2ccc(OC)cc2)cc1	-0.5	9.6	-1.3	9.0	33.6	0.8	2.3
40	COc1ccc(-n2nnnc2SCC(=O)Nc2c(C)n[nH]c2C)cc1	12.3	-1.4	-1.3	1.0	-8.9	-5.3	-0.1
41	Cc1cc(C(=O)Nc2sccc2C(N)=O)c(C)o1	-4.8	x	1.8	14.4	x	8.1	x
42	CCOC(=O)c1oc2ccc(S(=O)(=O)n3nc(-c4ccccc4)cc3N)cc2c1C	8.7	-3.0	x	0.1	-12.8	0.1	3.9
43	C[C@H]1CN([C@@H](C)CO)S(=O)(=O)c2ccc(C#Cc3ccccc3F)cc2O[C@@H]1CN(C)C	0.4	-14.7	-2.1	11.8	4.7	8.7[16.7 µM]	11.5
44	CN(C)N1C(N)=C(C#N)C(c2ccccc2Cl)C2=C1CCCC2=O (configuration not stated)	0.8	8.7	-7.7	-1.8	2.9	-5.4	-0.4
45	O=C(CN(Cc1ccc(F)cc1)C(=O)Cn1nnc2ccccc21)NCC1CCCO1 (configuration not stated)	x	-42.9	x	2.7	-3.8	-0.3	7.4
46	O=C(COc1ccc(F)cc1)N(c1ccccn1)C1CCCCC1	x	x	x	2.5	x	-5.2	-1.0
47	Cn1cnc(S(=O)(=O)NC2CCN(Cc3ccccc3)CC2)c1	-3.9	-1.7	1.3	-38.6	0.0	5.8	4.5
48	C[C@@H]1CCCCO[C@@H](CN(C)CC2CCCCC2)[C@H](C)CN([C@H](C)CO)C(=O)c2cc(NC(=O)CCCCCC(=O)Nc3ccccc3N)ccc2O1	2.1	x	20.4*	1.5	0.5	-0.2[16.7 µM]	2.2
49	O=C(Nc1nnc(SCC(=O)N2CCOCC2)s1)C1CC(=O)N(c2ccc(F)cc2)C1 (configuration not stated)	-2.9	17.2	-0.3	1.1	-0.5	x	2.6
50	CC1(C(=O)NS(=O)(=O)c2ccc(C#N)cc2)CCN1C(=O)C1CCCCC1 (configuration not stated)	-1.2	2.7	x	x	-3.0	-10.2	0.7

# Additional compounds follow:
cpd	smiles	ERp5 inh	Statin myotox sup	SIRT5 block	ARNT TACC3 PPI	esBAF inh	miR-122 sensor	Cneo AK release
51	O=C(O)C1CCc2sc3[nH]c(=S)n(-c4ccccc4)c(=O)c3c21 (configuration not stated)	1.1	x	-3.0	-13.2	x	-0.7	-5.1
52	Cc1cc(=O)n2nc(N3CCCC(C(=O)N4CCOCC4)C3)sc2n1 (configuration not stated)	x	22.8	x	14.7	-2.0	-3.0	2.9
53	COc1ccc(NC(=O)CNC(=O)c2nn(-c3ccc(OC)c(OC)c3)c(=O)c3ccccc23)c(OC)c1	1.0	9.5	-2.4	-0.7	-2.5	-6.8	-2.4
54	CC1(C)Cc2nc3sc4c(OCc5ccccc5)ncnc4c3cc2CO1	x	73.7*	x	2.0	5.3	-13.1	-12.7
55	Fc1cccc(Cl)c1CNCCCSc1ncccn1	-1.6	28.0	-2.4	-0.6	-7.3	x	0.4
56	O=C(CNC(=O)c1ccco1)NCC(=O)OCc1cccc(C(=O)Oc2ccccc2)c1	x	20.6	x	-5.7	1.9	-3.1	-0.9
57	CCCCC(=O)Nc1nnc(S(=O)(=O)N(C)Cc2ccco2)s1	3.5	-4.5	-2.4	4.2	-5.5	-4.8	-0.3
58	COc1ccc(NC(=O)c2ccccc2Cl)c(NC(=O)c2ccco2)c1	0.2	9.0	-1.5	x	-2.0	2.6	-0.4
59	COc1ccc(C(O)P(=O)(OCC(C)C)c2ccc(N(C)C)cc2)c(OC)c1 (configuration not stated)	2.6	5.6	1.3	-4.9	0.4	0.1	-2.1
60	CN(C(=O)COC(=O)C1CCN(S(=O)(=O)c2ccc3c(c2)OCCO3)CC1)c1ccccc1	-0.2	3.3	-0.5	-0.7	-6.3	2.3	-2.9

# Profiles from above. Values in the order: ERp5 inh | Statin myotox sup | SIRT5 block | ARNT TACC3 PPI | esBAF inh | miR-122 sensor | Cneo AK release
# COc1ccc(NC(=O)c2ccccc2Cl)c(NC(=O)c2ccco2)c1 in the list: 0.2 | 9.0 | -1.5 | x | -2.0 | 2.6 | -0.4
# COc1ccc(NC(=O)CNC(=O)c2nn(-c3ccc(OC)c(OC)c3)c(=O)c3ccccc23)c(OC)c1 in the list: 1.0 | 9.5 | -2.4 | -0.7 | -2.5 | -6.8 | -2.4
# O=C(O)C1CCc2sc3[nH]c(=S)n(-c4ccccc4)c(=O)c3c21 (configuration not stated) in the list: 1.1 | x | -3.0 | -13.2 | x | -0.7 | -5.1

# (next part)
cpd	smiles	ERp5 inh	Statin myotox sup	SIRT5 block	ARNT TACC3 PPI	esBAF inh	miR-122 sensor	Cneo AK release
61	C[C@H]1CCCCO[C@H](CN(C)Cc2ccc(C(F)(F)F)cc2)[C@@H](C)CN([C@@H](C)CO)C(=O)c2cc(NC(=O)Nc3ccc(C(F)(F)F)cc3)ccc2O1	x	x	x	-7.5	-10.5	6.9[16.7 µM]	1.6
62	Cn1c(CCc2ccccc2)nnc1SCC(=O)N1CCCC1	x	-7.9	x	-8.1	-3.7	4.9	0.1
63	O=C(CSc1nc(=O)n(CCCN2CCOCC2)c2c1CCCC2)Nc1cccc(F)c1	4.5	-1.1	2.5	-4.6	2.8	-2.2	0.1
64	COc1ccc([C@H]2CC(=O)c3c(O)cc(O)cc3O2)cc1O	1.9	-11.2	0.5	-0.2	38.8	-2.7	x
65	Cc1cc(=O)cc(C)[nH]1	x	-3.2	x	-9.1	-8.5	-3.3	-0.5
66	C[C@H]1CN([C@@H](C)CO)C(=O)Cc2cc(NC(=O)CCCCCC(=O)Nc3ccccc3N)ccc2O[C@H]1CN(C)S(C)(=O)=O	6.8	-2.4	1.1	25.8	-5.1	-12.4[16.7 µM]	2.3
